Source: PubChem BioAssay (National Center for Advancing Translational Sciences (NCATS))
TDP43 rescue: inhibitors of TDP-43 toxicity in yeast; Potency, µM (series often up to 46.1 µM), for inactives: top-dose growth rescue (activation), hits mostly activators; 1.8% of 410,000 active; TDP-43 expressing yeast growth rescue, BacTiter-Glo, 24 h; AID 652104; further: potency means the concentration at half of the fitted maximal effect; % of control where 0% means no effect; nearly all actives have a fitted effect of over 50% in size
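Readout is BacTiter-Glo luminescence of cell growth, so inhibitors register as activators. TDP-43-expressing yeast at OD600=0.02 in galactose medium, after raffinose pregrowth to mid-log, were incubated with compound for 24 hr at 30 deg C.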
aSyn rescue: inhibitors of alpha-synuclein toxicity in yeast. 0.14% of 370,000 active. Yeast expressing alpha-synuclein, growth rescue, BacTiter-Glo, 24 h. AID 652106. Potency, µM (series often up to 46.1 µM), for the others: at the highest dose growth rescue (activation), hits mostly activators; further: potency means the concentration at half of the fitted maximal effect; % of control where 0% means no effect; nearly all actives have a fitted effect of over 65% in size
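Galactose-induced alpha-syn yeast (OD600=0.02, raffinose-pregrown) + pinned cpd, 24 hr, 30 deg C; growth by BacTiter-Glo luminescence. Growth restoration scores as activation.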
GLP1R inv ag: inverse agonists of human GLP-1 receptor. P43220. Potency, µM (series often up to 38.3 µM), without a hit: at the highest dose activity change, negative = inhibition, actives largely listed as inhibitors. 1.6% of 410,000 active. HEK293 GLP-1R CRE-luciferase, luminescence, 24 h; GLP-1R form is constitutively active; further: potency means the concentration at half of the fitted maximal effect; on the % scale 0 is the no-effect control and ±100 the full control effect; nearly all actives have a fitted effect of over 55% in size
Target sequence (P43220 whole entry, looked up): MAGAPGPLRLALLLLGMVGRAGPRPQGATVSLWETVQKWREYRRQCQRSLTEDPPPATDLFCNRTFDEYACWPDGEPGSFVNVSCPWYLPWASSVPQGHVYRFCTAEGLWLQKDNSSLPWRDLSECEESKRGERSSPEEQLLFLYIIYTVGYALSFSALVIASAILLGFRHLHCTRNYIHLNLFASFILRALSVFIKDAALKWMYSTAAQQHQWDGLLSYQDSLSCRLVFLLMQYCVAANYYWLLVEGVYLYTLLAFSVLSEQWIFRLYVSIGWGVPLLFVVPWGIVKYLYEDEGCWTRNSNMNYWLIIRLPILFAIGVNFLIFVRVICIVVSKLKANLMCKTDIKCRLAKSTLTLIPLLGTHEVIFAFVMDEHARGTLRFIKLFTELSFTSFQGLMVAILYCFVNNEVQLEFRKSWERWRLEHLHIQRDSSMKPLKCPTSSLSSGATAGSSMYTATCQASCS
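Assay principle: reduced luminescence from a cAMP-responsive reporter in HEK293 cells co-expressing a constitutively active GLP-1R. Conditions: 24 hr compound incubation, 37 deg C, 5% CO2.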
Mm-Cpn inhibitor: blocks the Methanococcus maripaludis chaperonin Mm-Cpn; purified Mm-Cpn ATPase, ADP Transcreener TR-FRET; 0.031% of 330,000 active; Potency, µM (doses to about 76.9 µM), for inactives: at the top dose activity, negative = inhibition, most hits filed as inhibitors; AID 504842; further: potency means the concentration at half of the fitted maximal effect; on the % scale 0 is the no-effect control and ±100 the full control effect; nearly all actives have a fitted effect of over 80% in size
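Purified archaeal chaperonin (25 nM final) was preincubated with compound for 10 min at 37°C, then ATP (10 uM final) was added for 30 min at 37°C in Tris pH 7.4/KCl/MgCl2/DTT buffer. ADP was quantified by HTRF Transcreener TR-FRET.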
FUS suppressor: suppressors of FUS proteinopathy in yeast; S. cerevisiae FUS-expressing, growth rescue, OD600, 24 h; Potency, µM (titrated, usually from 76.6 µM), without a hit: at the top dose growth rescue (activation), usual class: activators; 0.24% of 390,000 active;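 further: potency means the concentration at half of the fitted maximal effect; plate controls were DMSO vehicle for no effect and reference control for full effect; nearly all actives have a fitted effect of over 55% in size; some results filed as inactive show a strong effect at the top dose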
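Toxicity suppression screen in FUS-yeast. Cells induced with 2% galactose, starting OD 0.005, treated 24hr at 30C with compounds at multiple final concentrations; growth by OD600.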
PTHR1 ag: activates the human parathyroid hormone receptor PTHR1 | 0.075% of 410,000 active | Potency, µM (highest dose often 115 µM), for the others: top-dose activation, usual class: activators | HEK293 GP2 PTHR1 cells, GloSensor cAMP luminescence, 1 h | Q03431 | AID 743266; further: potency means the concentration at half of the fitted maximal effect; nearly all actives have a fitted effect of over 55% in size; some results filed as inactive show a strong effect at the top dose; inactives centre near -15; many of its hits are not listed in these tables
Target sequence (Q03431 whole entry, looked up): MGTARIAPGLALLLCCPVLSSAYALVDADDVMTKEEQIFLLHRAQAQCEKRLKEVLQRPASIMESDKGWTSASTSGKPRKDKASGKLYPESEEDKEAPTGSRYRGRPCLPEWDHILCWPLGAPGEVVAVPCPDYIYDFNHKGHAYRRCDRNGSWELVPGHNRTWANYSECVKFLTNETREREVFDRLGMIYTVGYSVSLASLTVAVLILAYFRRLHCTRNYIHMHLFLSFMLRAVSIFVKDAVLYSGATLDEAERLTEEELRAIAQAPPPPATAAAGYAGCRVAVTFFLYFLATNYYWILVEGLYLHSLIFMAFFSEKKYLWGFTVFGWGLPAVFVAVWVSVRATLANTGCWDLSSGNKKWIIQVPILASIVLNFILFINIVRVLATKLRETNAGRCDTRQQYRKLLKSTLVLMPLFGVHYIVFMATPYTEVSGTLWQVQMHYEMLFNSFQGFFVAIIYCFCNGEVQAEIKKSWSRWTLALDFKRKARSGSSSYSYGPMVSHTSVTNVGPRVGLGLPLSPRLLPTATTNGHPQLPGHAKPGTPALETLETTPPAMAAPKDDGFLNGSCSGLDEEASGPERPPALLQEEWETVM
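HEK-293-derived GP2 cells expressing PTHR1 and a GloSensor cAMP reporter, 3,000/well, plated overnight, given luciferin plus IBMX (each 0.5 mM as added) for 1 h at 37 °C, then compound for 1 h at 37 °C. Luminescence was read after 15 min at room temperature.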
Abeta rescue: restores growth of yeast expressing A-beta42 peptide. 0.063% of 410,000 active. Potency, µM (titrated, usually from 46.1 µM), for the others: at the top dose growth rescue, usual class: activators. AID 1347071. yeast expressing A-beta42, growth rescue, OD600, 48 h; response scale: 0% DMSO, 100% iron-clioquinol control; further: potency means the concentration at half of the fitted maximal effect; nearly all actives have a fitted effect of over 55% in size
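Growth rescue measured by 600 nm absorbance after 48 h yeast culture at 30 C with compound. Values normalized between DMSO and an equimolar ferric chloride plus clioquinol control.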
HEK293 tox: cytotoxicity in counter-screen for GLP-1R inverse agonists | 0.13% of 410,000 active | AID 624418 | HEK293 cAMP-luciferase reporter cells, luminescence, 24 h | Potency, µM (series often up to 38.3 µM), for the others: at the highest dose activity change, negative = inhibition, most hits filed as inhibitors;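 further: loss of luciferase light is scored as toxicity; potency means the concentration at half of the fitted maximal effect; on the % scale 0 is the no-effect control and ±100 the full control effect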
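Quantitative HTS format, 1536 wells, 200 cells/uL seeded. Compounds: 23 nL, 24 h, 37 °C. Detection: luciferase reagent, luminescence at 12 min RT; decreased signal taken as cytotoxic.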
pAkt inh: blocks phosphorylation of Akt. Neuro2A IGF-stimulated pAkt S473 HTRF, 20 min; active compounds read low. activity change, % for hits at 50 µM. 0.32% of 360,000 active; in the data active means activity change below about -80%; inconclusive means mostly about -51% to -80%; further: on the % scale 0 is the no-effect control and ±100 the full control effect
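Neuro2A cells in DMEM with 0.5% FBS, overnight at 37 deg C, given compound at single 50 µM final, then IGF (6 nM final) for 20 min at 37 deg C. Lysed; phospho-Akt Ser473 by HTRF after 24 h, 665/615 ratio.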
The depositor's hits bear a star; i = inactive; ? = inconclusive; . = not tested or not shown; & = joins results of further samples; [ ] = dose if it differs, or a comment. Unless noted, the call rests on the fitted dose curve; in most records, active means well fitted curve in the direction sought with a large enough effect; inconclusive means small, poorly fitted or top-dose-only effect, or another doubt; inactive means no such curve, though single readings can be large; an effect the other way counts as inactive or inconclusive. An excerpt; rates above refer to the full screens.

nr	compound	TDP43 rescue	aSyn rescue	GLP1R inv ag	Mm-Cpn inhibitor	FUS suppressor	PTHR1 ag	Abeta rescue	HEK293 tox	pAkt inh
1	COc1ccccc1N1CCN(/N=C/c2cccc(OC)c2OC)CC1	27%	-5%	12%	-2%	-5%	-3%	-16%	4%	i
2	Cc1cc(Br)c(Cl)cc1NC(=O)CN1C(=O)C2C3CC(c4ccccc4)C(C3)C2C1=O (configuration not stated)	?	?	?	-1%	.	-11%	22%	-17%	i
3	COc1ccc(S(=O)(=O)Nc2cc(C(C)C)c(O)cc2C)cc1	-6%	4%	-21%	1%	4%	i	-10%	24%	i
4	COc1cc(CN(C2CCCCC2)S(=O)(=O)c2ccc(S(=O)(=O)N(C)C3CCCCC3)cc2)cc(OC)c1OC	-5%	2%	-12%	1%	.	i	5%	9%	i
5	O=C(c1ccccc1)N1CCC(O)(c2ccc3c(c2)OCO3)CC1	-5%	1%	1%	-3%	9%	i	-5%	-9%	i
6	COc1ccc2[nH]c3c(c2c1)CCN1C(=O)C(CC(=O)NCCC2=CCCCC2)C[C@H](C(=O)N(C(C)C)C(C)C)[C@@]31C (some centres not stated)	?	-5%	10µM*	-1%	?	i	11%	?	i
7	Cc1cccc(-n2c(Cc3ccccc3)nnc2SCC(=O)N2CCOCC2)c1	14%	8%	?	0%	28%	i	9%	18%	i
8	COc1ccccc1NC(=O)CS(=O)(=O)c1cccc2nsnc12	9%	-15%	0%	-1%	2%	31%[57.5 µM]	-2%	-6%	i
9	CCC(C)NC(=O)c1nc2c(nnn2Cc2ccccc2Cl)c(=O)[nH]1 (configuration not stated)	-5%	1%	-8%	2%	6%	i	-2%	-7%	i
10	c1ccc(CCNc2ncnc3nc[nH]c23)cc1	13%	1%&-1%	-5%	0%	-37%	-39%[inhibitor]	8%[9.22 µM]	-4%	i
11	CC1(C)COC(Cn2c3ccccc3c3ccccc32)O1 (configuration not stated)	25%	-1%	?	3%	6%	i	16%	-21%	i
12	CCOC(=O)c1nn(-c2ccc(C)cc2)c(=O)cc1OCC(=O)Nc1cccc(C)c1	-8%	-5%	-1%	-1%	14%	i	-8%	1%	i
13	CCC(C)CN1C(=O)CSCC1(C)C(=O)Nc1ccc2c(c1)OCCO2 (configuration not stated)	12%	9%	1%	.	0%	i	17%	2%	i
14	COc1ccccc1N1CCN(c2ncnc3onc(-c4cccc(Cl)c4)c23)CC1	18%	.	7%	.	-10%	-40%[inhibitor]	7%	0%	.
15	Cc1cccc(NC(=O)c2cc([N+](=O)[O-])ccc2Cl)c1O	22µM*	-3%	?	-5%	11%	i	-20%	-5%	i
16	CCC1(C)Cc2c(sc3nnn(CC(=O)Nc4cccc5ccccc45)c(=O)c23)CO1 (configuration not stated)	-10%	6%	-4%	0%	?	?	-1%	-8%	i
17	O=C(COc1ncnc2sccc12)N1CCN(c2ccccc2)CC1	-6%	0%	1%	0%	5%	i	-9%	7%	i
18	Cn1c(=O)c2c(nc(SCC(=O)Nc3ccc(F)cc3F)n2Cc2ccccc2)n(C)c1=O	-3%	.	-13%	.	14%	i	1%	0%	.
19	CCOC(=O)N1CCC(NS(=O)(=O)c2ccc(C)c(Cl)c2)CC1	27%	5%	?	-4%	11%	-86%	-20%	-1%	i
20	Cc1cc(Br)cn2c(Cc3cccc(F)c3)c(C3CCCCC3)nc12	?	-12%	?	.	-3%	-27%	-2%	-7%	i
21	CO/N=C/c1ccc(Oc2ccc([N+](=O)[O-])cc2[N+](=O)[O-])c(OC)c1	13%	2%	-26%	-3%	-15%	-21%	-17%	-27%	i
22	O=C1CC(=O)N(C2CCCCC2)C(=O)N1c1ccccc1S(=O)(=O)Oc1ccccc1	27%	5%	-10%	.	35%	i	-17%	-7%	i
23	COc1ccc(OC)c(-n2c(-c3ccc(S(C)(=O)=O)cc3)cc(C=O)c2C)c1	-18%	-11%	13%	-2%	?	i	-1%	-6%	i
24	CN(C)CCCN(C(=O)COc1ccccc1)c1nc2c(Cl)cccc2s1	-1%	2%	?	3%	13%	i	7%	0%	i
25	CN(Cc1ccccc1)c1ncnc2[nH]ncc12	-18%	-6%	58%[activator]	.	30%	-25%	-21%	11%	i
26	COc1cccc(NC(=O)C2CCCN(S(=O)(=O)c3c(C)nn(C)c3C)C2)c1 (configuration not stated)	14%	.	6%	.	0%	-14%	-8%	11%	.
27	O=C(Nc1c(C(=O)N2CCOCC2)cnn1-c1ccccc1)c1ccccc1	-2%	0%	-25%	1%	6%	-10%[57.5 µM]	-4%	3%	i
28	Cn1c(N)c(C(=O)COC(=O)Cc2ccsc2)c(=O)n(C)c1=O	15%	1%	16%	2%	7%	i	0%	29%	i
29	CCC1=C(OC(=O)N(CC)CC)N2C(=O)OC(=NCC3CC3)[C@]2(Cc2ccccc2)[C@H]2C1=CC[C@H]1C(=O)N(CC(=O)OC)C(=O)[C@H]12	?	0%	?	2%	?	-23%	11%	-12%	i
30	CCCCn1c(N)c(N(C(=O)CSc2nnnn2-c2ccccc2C)C2CCCC2)c(=O)[nH]c1=O	-22%	-3%	-15%	-1%	19%	i	-13%	15%	i
31	C/C(=N\NC(=O)c1ccncc1)c1cccc(NC(=O)c2ccc(C(C)(C)C)cc2)c1	-17%	3%	?	1%	24%	-84%[inhibitor]	12%	?	i
32	Cc1ccc(C)c(NC(=O)Cn2cc(S(=O)(=O)N3CCCC3)c(S(=O)(=O)N3CCCC3)c2)c1	22%	.	10%	.	?	i	-3%	0%	.
33	Cc1cc(Cl)c2oc(C(=O)N(C)Cc3ccon3)c(C)c2c1	?	1%	5%	1%	14%	-73%[inhibitor]	-26%	-3%	i
34	Cc1ccc(-c2nc3c4ccccc4n(CC(=O)NCc4ccc(F)cc4)c(=O)n3n2)cc1	8%	.	15%	.	-10%	-18%	-15%	-14%	.
35	CCOc1ccc(-c2nn(CC(=O)NC3CCCC3)c3c2cnc2ccc(F)cc23)cc1	9%	.	23%	.	-19%	-34%[inhibitor]	-12%	6%	.
36	COC(=O)C[C@@H]1C=C[C@@H](NC(=O)c2ccccc2F)[C@@H](CO)O1	0%	0%	1%	.	-10%	-10%	5%	2%	i
37	COc1ccc(-c2cn3c(n2)sc2cc(C(=O)Nc4ccc(F)cc4Cl)ccc23)cc1	-4%	.	32%	.	-11%	-3%	-16%	-2%	.
38	Cc1ccc(N2C(=O)N(CC(=O)Nc3ccc([N+](=O)[O-])cc3)C(=O)C2C)cc1 (configuration not stated)	-6%	-1%	11µM*	?	6%	-7%	2%	-5%	i
39	Cc1cc(NC(=O)Nc2ccccc2)n(C(C)(C)C)n1	16%	-7%	9%	2%	-23%	-3%	13%	2%	i
40	O=C(CCn1c(=O)c2cccn2c2cccnc21)NCc1ccc(F)cc1	21%	.	4%	.	-7%	-24%	9%	-12%	.
41	NS(=O)(=O)c1ccc(CCNC(=O)CCCNC(=O)c2ccc(Cl)cc2)cc1	-19%	-3%	15%	-4%	10%	i	-14%	7%	i
42	O=C(O)C(Cc1c[nH]c2ccccc12)N1C(=O)C2C3c4ccccc4C(c4ccccc43)C2C1=O (configuration not stated)	-24%	0%	-1%	0%	26%	?	-18%	13%	i
43	Cn1c(SCc2nc(-c3ccc(Cl)cc3)no2)nnc1-c1cccs1	14%	11%	-4%	-3%	35%	-36%[inhibitor][57.5 µM]	15%	-5%	i
44	CCN(CC(=O)NCc1cccs1)CC(=O)Nc1cccc(S(N)(=O)=O)c1	0%	-7%	-7%	-2%	-3%	?	-8%	3%	i
45	O=C1C=C(O)c2[nH]c(=O)ccc2C1=O	-18%	-2%	16%	.	.	i	-15%	-22%	i
46	Cc1cc(C)nc(SCC(=O)N/N=C/c2cccnc2)n1	17%	2%	9%	-1%	4%	i	-9%	-1%	i
47	CCOC(=O)c1cc(-c2ccccc2)n(CC(=O)Nc2ccccc2OCC)c1C	8%	.	12%	.	-4%	i	-5%	5%	.
48	Cc1cccc(C(=O)NCc2nnc(SC(C)C(=O)Nc3nnc(C)s3)n2C)c1 (configuration not stated)	-27%	-9%	13%	2%	22%	-51%[inhibitor]	-22%	4%	i
49	Cc1cc(C(=O)O)ccc1-n1c(C)cc(/C=C(/C#N)C(=O)Nc2ccccc2)c1C	0%	4%	19%	1%	?	-12%	12%	-3%	i
50	CC(C)c1ccc(NC(=S)N2CCN(Cc3ccccc3)CC2)cc1	24%	10%	?	0%	-16%	-43%[inhibitor]	-4%	-13%	i
51	O=C1CC(NS(=O)(=O)c2cccs2)CN1c1ccc(Cl)cc1 (configuration not stated)	-5%	6%	-13%	0%	-7%	-76%[inhibitor]	-11%	-8%	i
